Screening results from PubChem.
NOD2 RIPK2 PPI: inhibitors of human NOD2-RIPK2 interaction | O43353 | CHO BLA complementation NOD2-RIPK2, CCF4 ratio | inhibition, % at 4.98 µM | actives 0.38% (n = 360,000) | AID 624267; in the data active = inhibition above about 21%;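 note: 0% = vehicle only and 100% = reference blocker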
Target sequence (O43353 whole entry, looked up): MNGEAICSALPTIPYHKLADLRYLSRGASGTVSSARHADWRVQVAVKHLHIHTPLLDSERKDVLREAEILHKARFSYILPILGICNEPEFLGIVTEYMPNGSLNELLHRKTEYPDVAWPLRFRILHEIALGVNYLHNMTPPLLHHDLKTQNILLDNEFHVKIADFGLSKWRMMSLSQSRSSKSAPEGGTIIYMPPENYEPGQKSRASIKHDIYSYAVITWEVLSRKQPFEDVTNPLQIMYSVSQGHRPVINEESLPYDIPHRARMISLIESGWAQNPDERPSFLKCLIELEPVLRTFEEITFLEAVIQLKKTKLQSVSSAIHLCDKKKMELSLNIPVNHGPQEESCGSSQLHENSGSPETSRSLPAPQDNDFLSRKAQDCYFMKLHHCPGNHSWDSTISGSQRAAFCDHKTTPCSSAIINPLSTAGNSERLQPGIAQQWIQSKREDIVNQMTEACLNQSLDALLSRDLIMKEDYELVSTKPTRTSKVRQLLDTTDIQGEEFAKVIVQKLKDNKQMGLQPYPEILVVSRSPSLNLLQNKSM
MC4R ag barr: activates human MC4R beta-arrestin recruitment | AID 540308 | activation, % at 8.9 µM | actives 0.98% (n = 360,000) | U2OS MC4R beta-arrestin complementation, luminescence; percent of melanotan II response, DMSO zero;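 active = activation above a per-plate cutoff, the mean activation of sample wells on that plate plus 3 SD, cut at about 8% in these data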
NCOA1 inh: inhibitors of human steroid receptor coactivator 1 (SRC1); HEK293 GAL4-SRC1 luciferase reporter, luminescence; inhibition, % at 3.6 µM; actives 0.12% (n = 360,000); AID 588354;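 active = inhibition above the campaign mean plus 3 SD, with each screening campaign given its own cutoff, cut at about 60% in these data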;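 note: 0% = DMSO treated cells and 100% = gossypol at 36 µM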
COUP-TFII inh: NR2F2 (human) inhibition, primary screen. actives 0.7% (n = 370,000). inhibition, % at 8.6 µM. HEK293T NGFI-A luciferase reporter, luminescence. P24468. AID 686940;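 active = inhibition above a per-plate cutoff, mean inhibition of test wells between control levels plus 3 SD, cut at about 38% in these data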;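 note: cells cotransfected with COUP-TFII expression vector driving the NGFI-A reporter; 0% = median of COUP-TF2 test wells and 100% = reporter-only cells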
ABHD5 PLIN5 PPI: blocks binding of human ABHD5 to perilipin-5. Q00G26+Q8WTS1. Split G. princeps luciferase complementation, luminescence, 4 h. inhibition, % at 4 µM. actives 0.78% (n = 360,000). AID 602281;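 active = inhibition above the mean inhibition across every tested compound plus 3 SD, cut at about 22% in these data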;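 note: 0% = DMSO only wells and the 100% control is not disclosed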
SRC3 inh: human NCOA3 inhibition | inhibition, % at 3.6 µM | HEK293 GAL4-SRC3 luciferase reporter, luminescence | actives 0.17% (n = 360,000) | Q9Y6Q9;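 active = inhibition above a per-campaign cutoff, the mean of all compounds plus 3 SD, cut at about 60% in these data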;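 note: 0% = DMSO-treated cells and 100% = gossypol-treated cells at 36 µM; higher means less SRC3-driven luciferase light from the GAL4 reporter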
TLR9-MyD88 inh: blocks human TLR9 binding to MyD88 | inhibition, % at 4.98 µM | CHO BLA complementation TLR9-MyD88, CCF4 FRET ratio | Q9NR96+Q99836 | AID 504734 | actives 0.21% (n = 340,000);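 active = inhibition above the mean over all tested compounds plus 3 SD, cut at about 21% in these data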;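 note: 0% = DMSO only wells and 100% = clavulanate BLA inhibitor control wells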
LRH-1 inv ag: suppresses constitutive activity of human LRH-1; O00482; HEK293T StAR-luciferase reporter, LRH-1 transfected, 24 h; inhibition, % at 3.6 µM; actives 0.13% (n = 360,000);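 active = inhibition above the mean inhibition of all tested compounds plus 3 SD, cut at about 73% in these data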;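 note: 0% = DMSO wells and 100% = reporter-only cells lacking LRH-1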
Target sequence (O00482 whole entry, looked up): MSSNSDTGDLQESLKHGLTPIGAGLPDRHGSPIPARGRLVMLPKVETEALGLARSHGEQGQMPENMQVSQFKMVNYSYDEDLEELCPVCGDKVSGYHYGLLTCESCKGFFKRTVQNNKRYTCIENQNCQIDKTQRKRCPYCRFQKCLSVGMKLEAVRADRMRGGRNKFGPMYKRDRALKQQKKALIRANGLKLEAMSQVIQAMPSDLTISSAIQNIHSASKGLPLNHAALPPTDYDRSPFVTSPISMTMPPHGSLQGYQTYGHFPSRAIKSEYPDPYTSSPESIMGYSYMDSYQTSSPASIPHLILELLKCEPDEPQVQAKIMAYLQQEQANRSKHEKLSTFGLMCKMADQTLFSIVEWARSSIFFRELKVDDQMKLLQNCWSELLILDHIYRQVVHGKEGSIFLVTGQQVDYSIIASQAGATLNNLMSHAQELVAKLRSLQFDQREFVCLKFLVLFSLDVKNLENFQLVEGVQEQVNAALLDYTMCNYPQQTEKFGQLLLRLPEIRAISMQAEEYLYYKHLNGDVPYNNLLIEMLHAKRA
NCOA2 inhibitor: inhibits human steroid receptor coactivator 2; HEK293 GAL4-SRC2 luciferase reporter, luminescence; inhibition, % at 9 µM; actives 0.17% (n = 370,000); AID 651957;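 active = inhibition above the mean inhibition of all tested compounds plus 3 SD, set per campaign, cut at about 52% in these data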;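 note: 0% = DMSO treated cells and 100% = cells given Gossypol at 36 µM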
EBV LMP1 NFkB: Epstein-Barr LMP1 NF-kappaB reporter inhibition. LMP1-induced NF-kappaB luciferase reporter cells, luminescence. inhibition, % at 12.5 µM. actives 0.69% (n = 350,000); in the data active = inhibition above about 41%;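 note: 0% = neutral control wells and 100% = reference inhibitor control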
MC4R antagonist: blocks human MC4R cAMP signaling. MC4R-expressing cells, MTII-stimulated cAMP, LANCE TR-FRET. P32245. actives 0.48% (n = 360,000). inhibition, % at 6.5 µM;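 active = inhibition above its plate's cutoff, the mean of tested wells on that plate plus 3 SD, cut at about 29% in these data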;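 note: 0% = Melanotan II alone and 100% = Melanotan II plus saturating MCL0020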
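Test system: U2OS cells stably expressing human melanocortin 4 receptor (MC4R); also added: Melanotan II challenge; compound: 6.5 µM single dose; timing: 30-min compound preincubation, 1-h Melanotan II challenge, 1-h detection, room temperature; signal: Eu-cAMP/anti-cAMP TR-FRET, emission 671 nm; repeats: one well per compound, no replicates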
Numbers without * were called inactive; x = not tested or not shown. The list is partial; rates above refer to the full screens.

SMILES	NOD2 RIPK2 PPI	MC4R ag barr	NCOA1 inh	COUP-TFII inh	ABHD5 PLIN5 PPI	SRC3 inh	TLR9-MyD88 inh	LRH-1 inv ag	NCOA2 inhibitor	EBV LMP1 NFkB	MC4R antagonist
Cc1ccc(N(CC(O)CN2CCOCC2)S(=O)(=O)c2ccc3ccccc3c2)cc1 (configuration not stated)	10.3	2.5	-3.0	4.0	-1.1	-1.1	7.9	-3.3	-4.0	-6.1	19.9
Cc1cc(C)nc(SCc2ccccc2C#N)n1	-2.2	-1.1	3.3	1.8	1.6	-2.3	23.9*	1.1	-7.6	-2.2	5.6
CCOC(=O)CN(C(=O)CSc1nnc(CNc2ccc(F)cc2)n1CC)c1ccc(F)cc1	-7.1	1.0	-9.7	14.0	4.6	32.2	2.6	25.4	2.8	-8.4	-4.3
N/C(=N\c1nc2ccccc2o1)NC(=O)c1ccc(Cl)cc1	0.4	0.4	2.3	2.5	-1.0	2.0	2.7	13.3	-3.1	-13.2	-3.0
Cc1onc(-c2ccccc2Cl)c1C(=O)N1CCCCC1C (configuration not stated)	-0.5	-0.1	-17.1	21.1	-9.4	-12.6	6.7	3.8	9.2	2.2	1.2
CC(C)c1[nH]nc2c1C(C1C=CCCC1)C(C#N)=C(N)O2 (configuration not stated)	-13.8	0.9	14.9	-13.0	3.8	-8.8	-6.4	-14.1	0.0	6.2	4.8
CCC(CC)C(C(=O)NCc1ccccc1)N1CCN(C(=O)C2CCCO2)CC1 (configuration not stated)	-6.4	x	x	13.6	-6.0	x	x	9.5	-7.5	x	x
CCOc1ccc(-n2c(-c3ccccc3)nnc2-c2ccccc2)cc1	5.9	0.7	-16.8	0.2	-4.2	-10.4	-9.2	3.5	-13.5	-0.2	26.6
CCOC(=O)CSc1nc2c(c(=O)[nH]c(=O)n2C)n1CCCc1ccccc1	-3.7	-2.4	-14.4	-6.5	3.9	-6.2	-5.2	-18.1	2.2	5.2	14.5
CSc1nc2c(c(=O)[nH]c(=O)n2C)n1Cc1ccc(Cl)cc1	6.0	-0.1	2.3	-5.9	-2.1	-0.8	1.5	-9.0	-2.2	-1.5	-21.8
Cc1c(C(=O)N2CCN(C)CC2)oc2c1C(=O)CC(C)(C)C2	-2.0	-2.0	-27.6	0.5	8.4	-2.2	8.6	-23.4	9.2	2.5	3.4
CCOC(=O)c1ccc(NC(=O)c2ncn3c2C(=O)N[C@H](C)C3)cc1	-2.0	1.5	7.2	8.2	9.4	1.6	-10.7	-2.6	-10.9	18.0	11.3
Cc1ccc2ccc(S(=O)(=O)n3nc(C)cc3C)cc2c1	-7.0	1.0	10.6	2.7	-0.8	6.6	1.4	5.6	3.0	-12.2	-4.2
CCC(Sc1nnnn1C)C(=O)Nc1ccc(C(C)=O)cc1 (configuration not stated)	-2.6	0.0	-43.2	-15.4	-3.2	-44.9	-8.1	-50.5	-14.7	-7.5	-1.2
CC(NC(=S)NCCCN1CCOCC1)C1CC2CCC1C2 (configuration not stated)	-8.2	1.3	-1.6	6.5	-6.3	25.3	-6.7	13.3	-16.5	-1.1	-2.9
NC(=O)CC(NC(=O)c1ccccc1)c1ccc(NCCN2CCCCC2)c([N+](=O)[O-])c1 (configuration not stated)	-8.5	-0.9	5.7	5.8	9.3	4.5	10.3	4.6	13.2	2.1	2.2
S=C(NCCc1ccccc1)N1CCn2cccc2C1c1cccnc1 (configuration not stated)	-6.6	-3.6	4.3	5.7	-3.1	18.3	-9.4	2.2	3.7	6.3	-1.8
CCOc1ccccc1NC(=O)CCCNC(=O)c1ccc(Cl)cc1	-1.7	1.1	1.1	-7.8	-0.2	-1.5	-8.7	-18.4	5.9	-31.8	20.9
Cc1nc(C(=O)NCc2ccccc2)sc1C1(C)CC(c2ccccc2)=NO1 (configuration not stated)	6.1	1.0	-2.2	-5.4	-14.6	0.6	0.5	6.5	-23.1	-6.2	6.5
Cc1c(C(=O)Nc2ccccc2F)sc2ncn(CC(=O)N3CCCCC3)c(=O)c12	-2.8	-1.6	11.7	34.7	-0.9	-40.6	-0.5	6.8	-2.5	-10.5	4.4
COc1ccc(C=O)cc1Cn1ccnc1C	-2.7	0.0	-5.6	24.8	-0.9	8.3	4.0	9.9	13.1	7.5	4.6
CC(=O)N1CCN(C(=O)c2cc(S(=O)(=O)NCc3ccccc3)ccc2C)CC1	-3.1	-0.4	7.4	3.4	2.8	11.8	4.8	4.0	-7.5	-1.3	3.7
O=C(O)Cc1sc(-c2ccccc2)nc1-c1cccs1	-8.4	-0.3	-11.2	-7.7	-6.7	-4.5	1.2	-8.0	-45.0	-5.7	11.1
CCOc1ccc(CCNC(=O)c2ccc3nc(CC)c(CC)nc3c2)cc1	-7.1	-0.6	7.8	10.4	1.9	14.8	6.3	0.2	-10.5	8.5	5.5
CCCCN(CC)CCNC(=O)c1cn(-c2ccc(Cl)cc2)c(=O)c2ccccc12	-2.0	-2.8	-7.8	5.7	1.6	12.8	8.9	2.0	-5.5	-11.0	10.7
C=CCn1c(NC)cc(=O)n(C)c1=O	3.3	-1.8	7.4	4.8	2.6	5.9	-1.2	2.2	19.4	9.3	-0.4
CCN1CCN(S(=O)(=O)c2ccc(Cl)c(C(=O)N(CCc3ccccc3)Cc3ccccc3)c2)CC1	1.0	0.4	-0.7	18.9	-6.1	18.8	4.6	-3.1	-8.0	-7.0	-0.6
O=C(NCCOc1ccccc1F)c1cc(F)c(F)cc1Cl	-4.3	-1.6	-125.2	-26.3	0.9	-78.2	4.1	-96.4	-54.8	-5.0	18.3
CCNC(=O)CN(CCc1ccccc1)S(=O)(=O)c1ccc(OC)cc1	5.7	-2.0	14.9	0.5	1.6	11.0	-6.6	-15.3	10.0	-3.3	6.2
CCC1S/C(=N/N=C/c2ccco2)N(c2ccc(F)cc2)C1=O (configuration not stated)	5.1	-0.7	-16.5	1.0	-6.8	-0.3	-2.4	1.9	-33.5	-0.5	1.5
COc1ccc(C(=O)N(Cc2cccs2)C2CCS(=O)(=O)C2)cc1 (configuration not stated)	-14.0	0.2	6.7	-1.3	0.4	-1.4	1.8	4.8	-5.7	5.7	0.6
CC(OC(=O)/C(C#N)=C/c1ccc(N(C)C)cc1)C(=O)N(C)c1ccccc1 (configuration not stated)	9.6	-2.6	-18.6	-1.2	7.6	6.7	-7.0	3.7	-29.9	-5.8	-1.9
O=C(CN(CCc1ccccc1)C(=O)CN1C(=O)COc2ccccc21)NCc1ccco1	-15.3	-1.6	3.1	2.4	5.9	4.8	3.6	6.1	-5.4	-0.9	0.2
CCC(c1nnc(SCC(=O)Nc2ccc(NC(C)=O)cc2)n1Cc1ccccc1)N(C)C (configuration not stated)	-1.9	-0.3	-12.3	-1.3	3.6	-1.8	-10.5	0.9	7.9	4.0	7.8
COc1ccc(NC(=O)CN2C(=O)S/C(=C/c3cccn3-c3ccc(C(=O)O)cc3)C2=O)cc1	1.2	-3.5	-4.9	-2.7	0.3	-0.8	6.7	-9.0	-16.8	1.6	-0.6
O=C(O)/C=C/C(=O)Nc1cccc2cccnc12	-2.7	-1.0	-12.9	-5.3	-7.2	-8.1	-10.5	11.4	12.1	-10.3	24.8
COc1ccc(OCCN2C(=O)c3ccccc3C2=O)cc1	3.3	-1.1	-10.7	4.5	1.6	-6.8	1.3	-41.1	-15.7	0.2	8.7
COc1ccc(N2C(=NC(=O)CC3CCCCC3)SC3CS(=O)(=O)CC32)cc1 (configuration not stated)	-13.6	-1.5	-8.1	-13.6	-9.1	1.3	0.8	-4.8	11.8	-9.8	6.2
O=C(O)c1cc([N+](=O)[O-])ccc1-c1ccc([N+](=O)[O-])cc1C(=O)O	-1.5	-1.3	2.6	-11.7	8.1	9.3	-2.6	-3.3	10.3	-3.8	2.2
CSc1nc(-c2ccccc2)nc(N2CCCC2)c1C(C)=O	-4.5	0.1	0.3	4.4	-5.7	2.2	6.7	-3.6	4.6	-0.7	3.7
CC1CCCCC1NC(=O)Cn1cnc2ccccc2c1=O (configuration not stated)	3.2	-2.3	-4.4	10.3	-4.8	36.1	0.8	11.4	0.6	3.6	-2.3
CC1Oc2ccccc2N(CC(=O)NCC2CCCO2)C1=O (configuration not stated)	-0.4	-1.4	-13.0	-10.5	-0.1	6.9	4.1	6.0	-5.1	0.6	16.5
O=C(O)CCN1Cc2ccccc2C1=O	-6.8	0.1	-6.8	-9.8	-3.4	-6.0	-7.8	-0.4	0.3	-3.5	0.0
COc1ccc(OCc2nnc(SC3CCOC3=O)n2-c2ccccc2)cc1 (configuration not stated)	15.8	-2.0	-18.2	3.2	-2.7	-22.1	10.7	0.0	-6.9	-3.6	-13.0
COCc1c(C#N)c(NCCc2ccccc2)nc(C)c1[N+](=O)[O-]	2.7	5.6	-9.3	-6.2	1.7	21.2	-21.4	7.8	-2.5	-5.9	5.6
COc1cccc2[nH]c(C(=O)NCC3CCCO3)cc12 (configuration not stated)	-5.9	0.0	5.5	3.8	5.5	-8.0	-1.3	-16.6	-8.3	4.7	18.5
CC(C)Oc1ccc(S(=O)(=O)N2CCOCC2)cc1NC(=O)Cc1ccsc1	6.5	-0.5	0.0	-1.5	0.2	-5.3	-6.7	8.8	9.7	2.5	2.0
COC(=O)c1cc(NC(=O)COC(=O)C2CCC2)cc(C(=O)OC)c1	3.2	-1.1	1.2	-34.6	-4.4	-1.9	4.2	-16.7	-22.0	-10.7	0.8
O=[N+]([O-])c1cccc2[nH]ncc12	8.4	-1.7	5.2	-7.6	4.1	3.3	-11.5	1.9	16.2	14.0	2.5
Oc1ccc(NC(=S)N=Nc2c(O)[nH]c3ccc(Br)cc23)cc1	0.6	0.6	8.3	-3.9	-6.6	5.6	0.5	10.7	5.4	36.9	6.5
CC(C)(C)NC(=O)CSc1nc2cc(S(=O)(=O)N3CCCCC3)ccc2o1	-3.2	-2.1	3.9	6.8	-1.9	5.9	2.8	3.6	7.2	-0.4	15.9
CCOC(=O)CSc1nc2ccccc2c(=O)n1CC1CCC(C(=O)NCc2ccco2)CC1 (configuration not stated)	-4.5	0.8	-18.4	3.5	3.1	10.8	-7.1	17.4	16.9	-1.9	2.6

Three compounds from above, arranged by the value under ABHD5 PLIN5 PPI, rising:
SMILES	NOD2 RIPK2 PPI	MC4R ag barr	NCOA1 inh	COUP-TFII inh	ABHD5 PLIN5 PPI	SRC3 inh	TLR9-MyD88 inh	LRH-1 inv ag	NCOA2 inhibitor	EBV LMP1 NFkB	MC4R antagonist
CC1CCCCC1NC(=O)Cn1cnc2ccccc2c1=O (configuration not stated)	3.2	-2.3	-4.4	10.3	-4.8	36.1	0.8	11.4	0.6	3.6	-2.3
COCc1c(C#N)c(NCCc2ccccc2)nc(C)c1[N+](=O)[O-]	2.7	5.6	-9.3	-6.2	1.7	21.2	-21.4	7.8	-2.5	-5.9	5.6
COc1cccc2[nH]c(C(=O)NCC3CCCO3)cc12 (configuration not stated)	-5.9	0.0	5.5	3.8	5.5	-8.0	-1.3	-16.6	-8.3	4.7	18.5
